Screens (PubChem)
Chronic BCR inh: chronic active BCR signaling inhibition; ABC-DLBCL IkBa-CBG/CBR reporter, luminescence ratio, 4 h; hit rate 0.05% among 340,000; Potency, µM (series often up to 46.1 µM), without a hit: at the top dose ratio change, negative = lower green/red ratio, actives largely listed as inhibitors; active = well fitted inhibition curve with a large enough effect in the signal ratio, with a control signal flat, not every such curve was filed as active; inconclusive = small, poorly fitted or top-dose-only effect, or effect the other way, or a change in a side signal; the % refers to the signal ratio;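 note: potency is the fitted concentration of half-maximal effect; plate controls were basal doxycycline-induced cells for no effect and cells given 10 µM MG132 for full effect; MG132 reads +100%, hits lower the ratio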
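TMD8 human ABC-DLBCL cells with doxycycline-inducible IκBα–green luciferase fusion and unfused red luciferase, in 0.5% FBS medium; compounds up to 46 uM, 4 h at 37C. Green/red luminescence ratio, filter-overlap corrected, fitted to concentration-response curves.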
Mito fusion act: inhibitors of mitochondrial division or activators of mitochondrial fusion | hit rate 0.23% among 320,000 | S. cerevisiae fusion-defective mutant growth rescue, CellTiterGlo 48 h | AID 485298 | Potency, µM (doses to about 46.1 µM), for the others: at the top dose growth rescue (activation), most hits filed as activators;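 note: potency is the fitted concentration of half-maximal effect; % of control where 0% means no effect; nearly all actives have a fitted effect of over 45% in size; temperature-sensitive fusion mutants such as fzo1-1 at 37 °C on non-fermentable ethanol glycerol medium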
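Growth-rescue viability read-out: after 48 h at the non-permissive 37C in glycerol/ethanol YPEG, yeast mitochondrial fusion mutants are measured by CellTiterGlo luminescence; compounds (23 nl pinned per well) restoring growth score as division inhibitors or fusion activators.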
TCR act: activates T cell receptor signaling. primary human leukocytes, anti-CD3, IL-2 HTRF, 48 h. 330,000 tested, under 10 active. Potency, µM (doses to about 9.22 µM), for the others: at the top dose activation of IL-2 secretion, most hits filed as activators. AID 504894; note: % of control where 0% means no effect
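IL-2 release read by HTRF sandwich (Eu cryptate donor, d2 acceptor, 665 nm emission) after 48 hr exposure of primary human leukocytes to compound together with anti-CD3 beads in the absence of co-stimulatory signals.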
A-T KAP1 phos: candidate therapy for ataxia-telangiectasia; […] A-T fibroblasts, KAP-1 phosphorylation AlphaLISA; neocarzinostatin DNA damage 30 min before lysis; AID 485349; Potency, µM (titrated, usually from 57.5 µM), for inactives: top-dose activation, actives largely listed as activators; hit rate 0.19% among 320,000; note: potency is the fitted concentration of half-maximal effect; % of control where 0% means no effect; nearly all actives have a fitted effect of over 45% in size
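hTERT-immortalized A-T patient fibroblasts ([…]), 500 cells/well in OPTI-MEM, 1% FBS, got compounds for 60 min, then NCS for 30 min at 37C. Lysates were then assayed for phospho-KAP-1 by AlphaLISA (anti-pKAP1 donor, anti-KAP1 acceptor beads), 6 hr at 25C.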
TSG101-PTAP inh: blocks PTAP/TSG101 interaction to inhibit HIV-1 budding; Q99816; Fluorescence polarization, FITC-PTAP peptide / Tsg101 binding; Potency, µM (top dose mostly 115 µM), for the others: top-dose activity change, negative = inhibition, most hits filed as inhibitors; 340,000 tested, under 10 active; AID 493005; active = well fitted inhibition curve with a large enough effect in the main read-out, with a control signal flat, not every such curve was filed as active; inconclusive = small, poorly fitted or top-dose-only effect, or effect the other way, or a change in a side signal; inactive = no such curve, though single readings can be large or run the other way; note: potency is the fitted concentration of half-maximal effect; % of control where 0% means no effect
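Steps: Tsg101 binding domain dispensed (10 uM final), compounds pinned in DMSO, FITC-labeled PTAP-motif peptide added (50 nM final); after 20 min binding at room temperature, polarization measured.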
ASM inhibitor: inhibitors of human secretory acid sphingomyelinase. Potency, µM (doses to about 57.5 µM), without a hit: at the highest dose activity change, negative = inhibition, hits mostly inhibitors. placental ASM, HMU-PC fluorogenic substrate, 60 min. hit rate 0.006% among 340,000. AID 504937; note: potency is the fitted concentration of half-maximal effect
Target sequence (P17405 47-631 limits assumed): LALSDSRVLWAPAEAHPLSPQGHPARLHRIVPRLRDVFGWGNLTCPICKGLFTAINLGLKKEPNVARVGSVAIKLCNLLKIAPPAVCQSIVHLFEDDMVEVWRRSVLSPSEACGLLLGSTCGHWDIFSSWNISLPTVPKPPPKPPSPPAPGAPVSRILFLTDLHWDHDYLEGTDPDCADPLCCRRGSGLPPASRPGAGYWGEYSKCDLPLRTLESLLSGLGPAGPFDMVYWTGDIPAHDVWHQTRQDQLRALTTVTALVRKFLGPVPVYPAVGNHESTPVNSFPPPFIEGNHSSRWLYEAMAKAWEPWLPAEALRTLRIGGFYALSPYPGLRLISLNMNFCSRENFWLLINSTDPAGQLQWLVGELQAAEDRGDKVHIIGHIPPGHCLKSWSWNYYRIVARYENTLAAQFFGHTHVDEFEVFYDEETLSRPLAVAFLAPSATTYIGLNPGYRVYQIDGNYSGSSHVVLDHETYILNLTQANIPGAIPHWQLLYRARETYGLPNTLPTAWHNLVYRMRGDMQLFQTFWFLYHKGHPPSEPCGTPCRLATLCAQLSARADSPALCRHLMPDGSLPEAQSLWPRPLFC
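Fluorogenic HMU-PC substrate (9 uM final) is turned over by placental ASM in 60 min at 37 C after a 10 min compound preincubation. Reaction ended by alkaline stop (pH 10), with fluorescence read at 386/447 nm.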
TSHR antag: human thyrotropin receptor antagonism; hit rate 0.2% among 330,000; TSHR-expressing cells, TSH-stimulated cAMP HTRF, 2 h; active compounds read low; AID 504810; activity change, negative = inhibition, % at 11.5 µM;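 active = activity change below a set negative limit, meaning inhibition stronger than a set level, cut at about -70% in these data; inconclusive = activity change between two set negative limits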; note: % is set by controls: 0 for no effect and ±100 for the full control effect
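Inhibition of cAMP made by TSHR-expressing cells under TSH stimulation (4nM final, EC80; 2 h, 37 deg C) is quantified with a one-step lysis HTRF kit, anti-cAMP cryptate versus cAMP-d2.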
a7 integrin act: activators of alpha7 integrin expression for muscular dystrophy. Potency, µM (titrated, usually from 38.3 µM), inactives show top-dose activation, actives largely listed as activators. hit rate 0.064% among 350,000. alpha7betagal myoblasts, beta-gal FDG fluorescence, 48 h. AID 624291;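 note: potency is the fitted concentration of half-maximal effect; 100% = response of the positive control SU9516; nearly all actives have a fitted effect of over 60% in size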
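alpha7betagal+/- myoblasts (passage 13, 250/well) treated 48 h at 37C with compounds at 1:260 dilution of DMSO stock. Lysed, then beta-galactosidase activity read as FDG fluorescence (ex 480/em 540) after 30 min, with pre-read for autofluorescence.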
Eya2 phos inh: Eya2 (human) phosphatase inhibition. Potency, µM (doses to about 76.9 µM), for inactives: at the highest dose activity, negative = inhibition, actives largely listed as inhibitors. recombinant Eya2, OMFP fluorescence dephosphorylation (OMFP is methylfluorescein phosphate). hit rate 0.006% among 330,000; note: potency is the fitted concentration of half-maximal effect; % is set by controls: 0 for no effect and ±100 for the full control effect
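Eya2 (0.2 uM) preincubated 10 min at ambient with compound, then OMFP substrate added at 50 uM; 10 min reaction in 50 mM HEPES pH 7.5, 50 mM NaCl, 5 uM MgCl2, 0.05% BSA, 1 mM DTT. Fluorescence read at Ex 485/Em 525 nm.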
Tb PFK block: blocks T. brucei phosphofructokinase | O15648 | T. brucei PFK, ADP-Glo luminescence | Potency, µM (highest dose often 57.5 µM), for inactives: top-dose activity, negative = inhibition, hits mostly inhibitors | hit rate 0.17% among 330,000;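 note: potency is the fitted concentration of half-maximal effect; 0% = uninhibited 1x PFK enzyme wells and -100% = no-enzyme wells; nearly all actives have a fitted effect of over 60% in size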
Target sequence (O15648 whole entry, looked up): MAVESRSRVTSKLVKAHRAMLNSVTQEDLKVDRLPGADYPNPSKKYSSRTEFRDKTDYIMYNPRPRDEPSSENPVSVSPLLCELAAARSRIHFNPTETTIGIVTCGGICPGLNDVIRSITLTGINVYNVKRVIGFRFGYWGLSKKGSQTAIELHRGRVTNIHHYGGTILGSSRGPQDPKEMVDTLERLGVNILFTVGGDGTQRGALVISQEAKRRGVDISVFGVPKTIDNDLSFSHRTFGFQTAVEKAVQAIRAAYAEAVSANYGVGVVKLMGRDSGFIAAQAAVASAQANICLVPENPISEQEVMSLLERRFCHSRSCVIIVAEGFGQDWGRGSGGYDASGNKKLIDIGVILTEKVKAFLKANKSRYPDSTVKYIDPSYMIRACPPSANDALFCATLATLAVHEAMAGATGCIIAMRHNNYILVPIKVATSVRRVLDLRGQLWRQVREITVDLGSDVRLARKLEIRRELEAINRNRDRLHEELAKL
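Compounds were pin-transferred as a titration series up to 57 uM into substrate buffer (0.5 mM F6P, 0.1 mM ATP, pH 8.0), then 1.25 nM PFK was added and reactions ran 45 min before ADP-Glo detection.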
ELG1 repair inh: inhibitors of ELG1-dependent DNA repair in HEK293T cells; AID 504467; Potency, µM (doses to about 46.1 µM), inactives show at the top dose activity change, negative = inhibition, actives largely listed as inhibitors; HEK293T ELG1-luciferase reporter, luminescence, 16 h; DNA damage induced by 5-fluorouridine; hit rate 2.3% among 330,000; note: potency is the fitted concentration of half-maximal effect; % is set by controls: 0 for no effect and ±100 for the full control effect; nearly all actives have a fitted effect of over 55% in size
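DMSO vehicle served as the neutral condition. Each well held 2,000 cells given 5-fluorouridine plus compound; after 16 hr at 37 °C/5% CO2, ONE-Glo was added and luciferase measured 30 min later.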
Active calls of the source: *; ? = inconclusive; / = not tested or not shown; [ ] = remark or other dose. Unless noted, calls come from the whole dose curve; as a rule, active = well fitted curve in the direction sought with a large enough effect; inconclusive = small, poorly fitted or top-dose-only effect, or another doubt; inactive = no such curve, though single readings can be large; an effect the other way counts as inactive or inconclusive.

SMILES	Chronic BCR inh	Mito fusion act	TCR act	A-T KAP1 phos	TSG101-PTAP inh	ASM inhibitor	TSHR antag	a7 integrin act	Eya2 phos inh	Tb PFK block	ELG1 repair inh
COC(=O)C(NC(C)=O)(Nc1ccc(C)cn1)C(F)(F)F (stereo not given)	9.7%	4.1%	0.9%	5.4%	-3.4%	5.6%	10.0	18.5%	1.3%	12.9%	19.6%
CCOC(=O)c1ccccc1N1C(=O)CSC1=S	?	3.1%	4.2%	1.4%	0.0%	-1.5%	3.3	-13.9%	8.7%	4.5%	15.3%
Cc1cc(O)ccc1Nc1nc(-c2cccnc2)cs1	?	-0.5%	/	-12.2%	0.7%	-2.7%	15.2	28.1%	-1.2%	0.6%	?
Cc1ccc(C(=O)Cn2c(-c3ccccc3)noc2=O)cc1	-2.0%	-4.4%	-1.0%	1.6%	0.3%	-0.9%	-3.7	1.8%	-1.5%	5.7%	-6.3%
COc1cc(Cl)c(S(=O)(=O)NCCCN2CCOCC2)cc1Cl	14.7%	-2.8%	4.9%	2.5%	-2.1%	3.7%	1.6	-15.6%	11.3%	-2.0%	?
Cc1noc(C)c1COc1ccccc1C(=O)N1CCN(c2cccc(Cl)c2)CC1	-1.0%	18.6%	15.6%	7.7%	-6.9%	-0.3%	-10.7	0.0%	-1.8%	-20.0%	9.2µM*
O=C(O)CCCCCN1C(=O)C(O)=C(C(=O)/C=C/c2ccccc2)C1c1ccccc1[N+](=O)[O-] (stereo not given)	?	-1.1%	-2.0%	1.9%[11.5 µM]	-1.7%	2.8%	3.4	-7.9%	6.8%	2.6%	15.1%
Cc1cccc(C(=O)Nc2ccc(S(=O)(=O)N3CCOCC3)cc2)c1[N+](=O)[O-]	0.5%	-2.4%	1.6%	-3.3%	-5.9%	-2.0%	-10.2	-42.2%	1.3%	0.9%	10.3%
COc1ccc(-c2noc(CCC(=O)N3CCN(c4cccc(OC)c4)CC3)n2)cc1	-3.7%	/	-4.0%[46.1 µM]	1.9%	0.8%	-10.9%	-15.5	-12.5%	3.2%	-2.9%	25.9µM*
CCn1ccc(C(=O)Nc2ccc3c(c2)CCC3)n1	?	-5.8%	-2.3%	8.8%	0.3%	5.2%	-35.6	-20.5%	-8.3%	5.1%	/
COc1ccccc1NC(=O)Cn1nc(-c2ccc3c(c2)OCCO3)ccc1=O	?	-13.6%	1.5%	-2.5%	-3.0%	-4.9%	0.9	9.1%	0.5%	2.6%	-15.5%
Oc1ccc(-c2nnc(Nc3cccc(O)c3)c3ccccc23)cc1	?	4.6%	-4.7%	2.5%	-3.5%	-4.6%	-11.6	?	-4.7%	-1.1%	?
COc1ccc(C(=O)N/C(=C\c2cn(S(=O)(=O)N(C)C)c3ccccc23)C(=O)NC(C)C)cc1	-10.3%	-6.7%	-1.5%	5.1%	-2.0%	-1.8%	1.1	7.5%	2.1%	5.3%	4.6%
Cc1c(Cl)cccc1NC(=O)COC(=O)Cn1cnc2c1c(=O)n(C)c(=O)n2C	1.7%	-13.2%	-2.4%	17.4%	-3.9%	2.3%	19.6	-4.9%	19.6%	-0.4%	27.2%
Cc1c(Cl)cccc1NC(=O)CN1CCN(CCO)CC1	-3.3%	2.2%	-1.6%[46.1 µM]	-8.2%	-4.9%	1.3%	-5.8	-11.3%	-1.3%	-0.1%	-3.3%
Cc1ccc(C2(C)NC(=O)N(CC(=O)Nc3cccnc3Cl)C2=O)cc1 (stereo not given)	-11.0%	3.6%	-1.6%	8.1%	-6.5%	1.1%	-11.8	23.6%	-7.9%	7.8%	-14.6%
O=C(Nc1cccc(Cl)c1)C1=Cc2cc(Cl)ccc2OC1	?	-1.2%	3.9%	2.4%	0.6%	-15.1%	-25.7	-35.5%	2.7%	3.5%	-14.1%
NS(=O)(=O)OCCCc1ccccc1	?	0.2%	5.0%	8.6%	-4.2%	-0.3%	-4.7	-4.3%	-11.8%	4.1%	29.9%
COc1ncccc1-c1nnn(-c2ccccc2)n1	?	-4.2%	8.0%	16.7%	-6.4%	2.2%	6.2	-3.6%	11.5%	7.0%	?
COc1ccc(-n2c(C)cc(C(=O)CN3CCCCC3)c2C)cc1	-1.3%	5.2%	6.2%	1.8%	-10.3%	3.5%	6.1	-54.8%[inhibitor]	6.7%	-6.8%	?
CCc1cc(=O)oc2cc(C)cc(OC(C)C(=O)NCC(O)c3ccccc3)c12 (stereo not given)	-8.2%	-4.7%	13.1%	2.7%	-6.8%	-2.3%	-5.8	-1.2%	-15.0%	0.1%	0.1%
CCCCN(C(=O)c1ccc(OC(F)(F)F)cc1)c1c(N)n(CCC)c(=O)[nH]c1=O	1.9%	-20.3%	2.6%	-11.2%	0.3%	1.4%	5.9	-10.5%	-4.2%	3.8%	15.6%
CCOc1ncccc1C(=O)Nc1ccccc1C(=O)NCc1ccc2c(c1)OCO2	0.4%	2.0%	-1.3%	-0.7%	-8.2%	14.9%	7.5	-22.6%	4.3%	-10.2%	?
COc1ccccc1C(=O)NC(=O)COC(=O)c1ccco1	?	-0.4%	-1.0%	2.6%	-1.8%	-2.9%	2.9	-19.4%	21.1%	-4.4%	1.3%
O=C(Nc1ccc(Nc2ccccc2)cc1)c1ccco1	-15.5%	11.7%	5.1%	2.2%	-7.5%	0.2%	-1.6	13.1%	-5.1%	8.0%	?
CCOC(=O)CNC(=O)Cn1cnc2c(nnn2-c2ccccc2)c1=O	5.7%	0.9%	-3.9%	-2.6%	1.3%	3.5%	4.0	22.7%	4.1%	-2.3%	0.5%
COc1cccc(CNC(=O)c2cc3c(cc2Cl)N2CCCCCC2=NS3(=O)=O)c1	0.7%	0.0%	-3.3%	-4.1%	0.6%	2.2%	-3.7	-5.2%	-12.7%	0.0%	-0.9%
Cc1cccc(CSc2[nH]c(=O)ncc2C)c1	2.9%	5.5%	-0.5%	-7.6%	5.6%	-0.4%	4.8	-0.8%	-1.1%	2.0%	17.7%
CCn1c(=O)c(C(=O)NCc2ccccc2)c(O)c2ccccc21	7.0%	-0.3%	-4.9%	5.3%	-4.9%	-8.8%	-10.2	24.4%	-9.9%	-0.1%	-2.3%
Cn1c(=O)n(C)c2cc([N+](=O)[O-])c(N3CCN(CCO)CC3)cc21	0.3%	6.1%	0.0%	0.8%	-1.1%	-5.6%	4.5	27.5%	-10.7%	-0.5%	14.9%
Cc1c(Br)c([N+](=O)[O-])nn1CC(=O)N(C)Cc1ccccc1	-4.7%	-1.2%	1.3%	3.9%	0.6%	-2.2%	-9.0	0.0%	6.6%	-7.2%	-3.4%
CCCCOC(=O)N1CCOCCOCCOCCOCC1	-5.4%	-1.4%	0.3%	0.6%	-2.6%	2.9%	-3.1	-8.4%	-10.4%	0.7%	3.2%
CCCCn1c(N)c(N(C)C(=O)c2ccccc2Oc2ccccc2)c(=O)[nH]c1=O	-10.5%	-3.7%	-7.3%	-14.5%	1.3%	8.0%	9.8	?	0.2%	-2.8%	14.4%
Cc1ccc(N2CCN(CC(O)COc3cccc4ccccc34)CC2)cc1 (stereo not given)	?	-9.4%	-5.6%	-4.5%	?	-1.3%	5.1	1.9%	-2.9%	4.6%	-16.3%
Cc1cccc(NNC(=O)c2c(F)cccc2Cl)c1	?	1.1%	-2.0%	-3.0%	-0.7%	-4.3%	-0.2	-13.3%	-1.3%	-0.6%	11.1%
O=C1C2C3C=CC(C3)C2C(=O)N1/N=C/c1cn(Cc2ccccc2)c2ccccc12 (stereo not given)	?	0.4%	3.4%	3.5%	-9.7%	-3.4%	-6.8	-37.6%	4.7%	-5.3%	27.9%
